From PubChem
ARFGAP1 inhibitor – inhibitors of rat ARFGAP1 GAP activity, primary screen, biochemical, fluorescence polarization, GDP tracer | ADP-ribosylation factor GTPase-activating protein 1 (Rattus norvegicus), Q62848 | Arfgap1-stimulated ARF1 GTP hydrolysis, GDP FP detection | inhibition, % at 16.5 µM | actives 0.26% (n = 360,000);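 active means inhibition above a per-plate limit, mean inhibition of low control wells plus 3 SD, cut at about 25% in these data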;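 further: 0% = DMSO wells with enzyme and 100% = wells lacking Arfgap1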
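Material: truncated rat Arfgap1 GAP domain; Incubation: compound-enzyme preincubation 20 min, reaction 120 min, detection 60 min, 25 °C; Read-out: percent inhibition of Arfgap1-stimulated GTP hydrolysis; Technique: FP, GDP Alexa 633 tracer displaced from anti-GDP antibody, 620/688 nm; Controls: No-Arfgap1 wells (100%) versus DMSO full-reaction wells (0%); Replication: single well per compound.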
MBD2 DNA inh – inhibitors of MBD2 binding to methylated DNA, primary screen, biochemical, TR-FRET, DNA-binding domain, human; actives 0.31% (n = 370,000); MBD2 binding to methylated oligonucleotide; inhibition, % at 4.4 µM; Methyl-CpG-binding domain protein 2 (Homo sapiens), Q9UBB5; in the data active means inhibition above about 13%
proKLK7 act – proKLK7 zymogen activators, primary screen, biochemical, fluorescence intensity | activation, % at 7 µM | AID 652039, 2013 | purified proKLK7, EDANS-DABCYL substrate fluorescence; 100% is mature enzyme control, 0% vehicle | Kallikrein-7 (Homo sapiens), P49862 | actives 0.9% (n = 370,000);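 active means activation above the mean of all tested compounds plus 3 SD, computed per campaign excluding outliers beyond control limits, cut at about 13% in these data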
PLCg1 inh – PLC-gamma1 enzyme inhibitors, primary screen, biochemical, fluorescence, purified enzyme; inhibition, % at 12.2 µM; actives 0.84% (n = 370,000); fluorogenic substrate; 1-phosphatidylinositol 4,5-bisphosphate phosphodiesterase gamma-1 (Homo sapiens), P19174; in the data active means inhibition above about 9.5%
Target sequence (P19174 whole entry, looked up): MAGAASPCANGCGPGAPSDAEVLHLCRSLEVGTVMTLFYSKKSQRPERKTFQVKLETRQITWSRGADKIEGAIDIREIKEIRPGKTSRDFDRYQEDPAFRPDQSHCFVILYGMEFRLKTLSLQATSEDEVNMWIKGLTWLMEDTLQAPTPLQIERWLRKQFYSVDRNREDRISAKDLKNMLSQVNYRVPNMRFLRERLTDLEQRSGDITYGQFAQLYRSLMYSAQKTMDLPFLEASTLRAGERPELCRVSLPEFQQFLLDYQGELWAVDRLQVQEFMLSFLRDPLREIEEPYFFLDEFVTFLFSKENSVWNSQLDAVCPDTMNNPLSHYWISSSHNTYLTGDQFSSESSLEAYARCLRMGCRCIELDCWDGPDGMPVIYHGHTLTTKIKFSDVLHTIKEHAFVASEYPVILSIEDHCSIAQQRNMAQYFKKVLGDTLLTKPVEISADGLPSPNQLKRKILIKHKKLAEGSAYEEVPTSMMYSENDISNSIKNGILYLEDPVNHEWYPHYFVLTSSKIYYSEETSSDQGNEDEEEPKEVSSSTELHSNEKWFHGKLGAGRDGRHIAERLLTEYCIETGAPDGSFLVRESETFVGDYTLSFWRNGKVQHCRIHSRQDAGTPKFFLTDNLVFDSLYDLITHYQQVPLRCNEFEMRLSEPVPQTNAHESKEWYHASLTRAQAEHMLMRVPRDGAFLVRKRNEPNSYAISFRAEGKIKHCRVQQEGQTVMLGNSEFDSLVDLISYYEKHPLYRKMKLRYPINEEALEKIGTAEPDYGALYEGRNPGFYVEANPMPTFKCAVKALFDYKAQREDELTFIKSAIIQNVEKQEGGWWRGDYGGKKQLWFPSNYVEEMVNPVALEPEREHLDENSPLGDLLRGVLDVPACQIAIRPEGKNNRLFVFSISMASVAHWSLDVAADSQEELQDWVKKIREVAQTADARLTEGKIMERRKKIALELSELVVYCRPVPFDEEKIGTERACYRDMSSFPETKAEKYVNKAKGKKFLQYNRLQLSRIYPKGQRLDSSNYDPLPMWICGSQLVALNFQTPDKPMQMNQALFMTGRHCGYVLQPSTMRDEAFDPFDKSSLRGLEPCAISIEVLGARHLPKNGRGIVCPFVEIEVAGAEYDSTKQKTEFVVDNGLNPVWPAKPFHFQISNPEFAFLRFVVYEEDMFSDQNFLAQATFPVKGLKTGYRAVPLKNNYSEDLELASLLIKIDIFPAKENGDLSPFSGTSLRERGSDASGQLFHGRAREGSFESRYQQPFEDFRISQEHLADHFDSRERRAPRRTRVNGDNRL
PLCb3 inh – human PLC-beta3 inhibitors, primary screen, biochemical, fluorescence | 1-phosphatidylinositol 4,5-bisphosphate phosphodiesterase beta-3 (Homo sapiens), Q01970 | AID 720704, 2013 | inhibition, % at 12.2 µM | actives 0.18% (n = 370,000) | Purified PLC-beta3, fluorogenic substrate; in the data active means inhibition above about 11%;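 further: 0% = median of compound wells on plate and 100% = full blocker control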
ASAP1 inh – inhibitors of human ASAP1 ArfGAP activity, primary screen, biochemical, fluorescence polarization; Arf-GAP with SH3 domain, ANK repeat and PH domain-containing protein 1 (Homo sapiens), …; ASAP1-stimulated ARF1 GTP hydrolysis, GDP FP detection; actives 0.19% (n = 360,000); inhibition, % at 16.5 µM; AID 624377, 2012; in the data active means inhibition above about 25%;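 further: 0% = vehicle with enzyme and substrate and 100% = no enzyme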
UHRF1 binding – UHRF1 methylated DNA binding inhibitors, primary screen, counter-screen for MBD2 inhibitor project, biochemical, TR-FRET, human UHRF1, single concentration; E3 ubiquitin-protein ligase UHRF1 (Homo sapiens), Q96T88; actives 0.75% (n = 370,000); inhibition, % at 4.4 µM; UHRF1 binding to methylated oligo; in the data active means inhibition above about 21%;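 further: UHRF1 SRA domain binding a hemimethylated CpG hairpin DNA probe; 0% = median of test compound wells and 100% = reference inhibitor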
Tn7 DDE FP – inhibitors of Tn7 peptide binding to fibrin DD(E), primary screen, biochemical, fluorescence polarization, human fibrin, Tn7 probe; AID 720508, 2013; inhibition, % at 8.3 µM; actives 0.13% (n = 370,000); FP displacement of FITC-Tn7 peptide from fibrin DD(E); 0% = median of compound wells per plate;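 active means inhibition above the mean of compounds falling within the control limits plus 3 SD of them, cut at about 14% in these data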;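 further: 0% = plate median of compound wells and 100% = 10 µM Aha-Tn7 peptide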
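Assay system: Fibrin-DD(E) protein isolated from polymerized human fibrin clots; read-out basis: percent inhibition; medium: Tris/NaCl/CaCl2 buffer, pH 7.8; signal: FP measurement; incubation: 10 min plus 3 h, room temperature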
DDE Tn6 FP inh – inhibitors of Tn6 peptide binding to fibrin DD(E), primary screen, biochemical, fluorescence polarization, human fibrin, Tn6 probe; Fibrinogen beta chain (Homo sapiens), P02675; Fibrin DD(E) TRITC-Tn6 fluorescence polarization displacement; inhibition, % at 8.3 µM; actives 0.21% (n = 370,000);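 active means inhibition above a per-campaign cutoff: mean of compounds within control limits plus 3 SD, cut at about 15% in these data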;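 further: 0% = median of all compound wells on the plate and 100% = blocking peptide control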
ADAM17 inh – ADAM17 inhibitors, primary screen, biochemical, QFRET; Disintegrin and metalloproteinase domain-containing protein 17 (Homo sapiens), P78536; recombinant ADAM17, EDANS/DABCYL FRET peptide cleavage; inhibition, % at 6.95 µM; actives 0.83% (n = 370,000); AID 720648, 2013;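 active means inhibition above the mean of compounds lying between control limits plus 3 SD, set per campaign, cut at about 8.5% in these data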;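 further: 0% = DMSO-only wells as the low control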
An asterisk follows results filed as active; . = no result given.

item	compound	ARFGAP1 inhibitor	MBD2 DNA inh	proKLK7 act	PLCg1 inh	PLCb3 inh	ASAP1 inh	UHRF1 binding	Tn7 DDE FP	DDE Tn6 FP inh	ADAM17 inh
1	CCCc1cc(=O)oc2cc(OCC(=O)N3C[C@H]4C[C@@H](C3)c3cccc(=O)n3C4)c(Cl)cc12	-2	2	-0.3	0	3	6	-8	-1	4	-8
2	COCC(C)n1c(SCC(=O)Nc2c(C)n(C)n(-c3ccccc3)c2=O)nc2ccccc2c1=O (stereo unspecified)	7	5	0.1	-1	-9	-10	0	9	3	-9
3	O=S(=O)(Cc1nnnn1-c1ccc(Br)cc1)c1ccc(F)cc1	-6	-2	0.2	5	1	6	0	-7	0	4
4	O=C(Nc1ccc(F)cc1)NC1CCN(Cc2c(F)cccc2Cl)CC1	-2	1	0.2	0	-2	-6	0	8	1	-4
5	CCOC(=O)N[C@H](C(=O)N1CCC[C@H]1C(=O)NC1CCCC1)c1ccccc1	7	-5	0.1	2	8	-5	0	-3	-3	2
6	CCOC(=O)c1cnc(SC)nc1N1CCCC1	10	-4	0.4	3	-2	-3	1	0	4	0
7	CCC(=O)N1CCc2cc(S(=O)(=O)NCCC(=O)NCc3ccccc3OC)ccc21	-1	-6	0.0	0	-4	-15	0	5	7	0
8	CCc1nc2c(OCc3cc(Cl)cc(Cl)c3)cccn2c1N(C)C(=O)Nc1ccccc1OC	-1	-2	-0.3	1	2	9	1	3	-3	7
9	O=C(CN1CCOCC1)Nc1scc2c1c(=O)oc1ccccc12	-8	-7	-0.3	-3	-1	4	-1	7	7	-9
10	O=C(NCc1ccccc1)c1cc(C2COCCN2S(=O)(=O)c2ccccc2)on1 (stereo unspecified)	-1	-2	0.5	4	6	-6	-1	-5	2	3
11	COc1ccccc1-c1cnc(C(O)c2cc(Cl)cc(Cl)c2)[nH]1 (stereo unspecified)	5	5	0.7	-3	-4	0	22*	-6	-4	1
12	FC(F)(F)c1cc(CNC2CCC23CCCCC3)ccc1Cl (stereo unspecified)	.	-7	.	1	4	.	-1	2	-3	-1
13	O=C(c1ccc(-c2nc3ccccc3s2)o1)N1CCN(c2ccccc2O)CC1	5	2	0.5	-5	-20	0	1	4	-2	-8
14	O=C(NC(Nc1ccccn1)C(Cl)(Cl)Cl)c1ccccc1 (stereo unspecified)	-3	6	0.0	-1	3	-1	1	-4	4	0
15	Cc1nc2ncnn2c(N2CCN(S(=O)(=O)c3ccc(Br)cc3)CC2)c1C	1	-4	0.6	2	0	6	5	-4	-4	6
16	CNc1nc(=S)[nH]c2ccccc12	-20	-8	-0.2	-1	-7	3	2	4	-3	-1
17	O=C(Nc1nnc(-c2ccccc2)o1)c1cccc(N2C(=O)CCC2=O)c1	-6	4	-0.3	2	-1	6	2	0	4	-2
18	CSc1ccc(/C=N/NC(=O)c2cc(O)cc(O)c2)cc1	6	-6	4.7	-60	-63	3	-3	-11	-7	-11
19	COc1ccc2[nH]c3c(c2c1)CCNC3(C)CCc1ccc(Cl)nc1 (stereo unspecified)	6	4	0.2	5	-3	-5	-1	-1	-6	-1
20	C/C(CC(=O)Nc1ccc2c(c1)OCCO2)=N\NC(=O)c1ccccn1	-11	0	0.4	-2	-2	-14	-3	7	-1	-4

Arranged by molecular weight (falling): 3 of the compounds above
item	compound	ARFGAP1 inhibitor	MBD2 DNA inh	proKLK7 act	PLCg1 inh	PLCb3 inh	ASAP1 inh	UHRF1 binding	Tn7 DDE FP	DDE Tn6 FP inh	ADAM17 inh
1	CCCc1cc(=O)oc2cc(OCC(=O)N3C[C@H]4C[C@@H](C3)c3cccc(=O)n3C4)c(Cl)cc12	-2	2	-0.3	0	3	6	-8	-1	4	-8
4	O=C(Nc1ccc(F)cc1)NC1CCN(Cc2c(F)cccc2Cl)CC1	-2	1	0.2	0	-2	-6	0	8	1	-4
18	CSc1ccc(/C=N/NC(=O)c2cc(O)cc(O)c2)cc1	6	-6	4.7	-60	-63	3	-3	-11	-7	-11

(more compounds)
item	compound	ARFGAP1 inhibitor	MBD2 DNA inh	proKLK7 act	PLCg1 inh	PLCb3 inh	ASAP1 inh	UHRF1 binding	Tn7 DDE FP	DDE Tn6 FP inh	ADAM17 inh
21	CC(NC(=S)Nc1ccc(S(=O)(=O)N2CCOCC2)cc1)C1CC2CCC1C2 (stereo unspecified)	15	3	0.3	5	6	10	-3	-5	-13	7
22	C=CCNC(=O)COc1ccc(Br)cc1Cl	1	6	-0.2	-3	-4	13	-1	1	-4	-7
23	CCOC(=O)COc1cccc2c(=O)n(CC(=O)N3CCN(C(=O)OCC)CC3)ccc12	7	-6	0.1	0	3	-7	0	-3	0	-10
24	CC1CN(S(=O)(=O)c2ccc(C(=O)OCc3ccc(C#N)cc3)cc2)CC(C)O1 (stereo unspecified)	-16	6	-0.3	3	-2	-3	-3	-3	-7	2
25	NC(c1ccccc1)c1csc(Nc2cc(Oc3ccccc3)ncn2)n1 (stereo unspecified)	-10	3	-0.7	2	2	-3	-3	6	-5	-1
26	CC1Cc2cc(/C(O)=C3/C(=O)C(=O)N(CCCn4ccnc4)C3c3ccco3)ccc2O1 (stereo unspecified)	-2	-5	0.4	2	-4	-4	-3	-6	0	1
27	O=C(c1cnc(Cc2c[nH]c3ccccc23)c(I)c1)N1CCOCC1	-4	-9	0.2	-11	-16	3	-1	-1	9	1
28	C[C@@H]1COc2cc(Br)ccc2S(=O)(=O)N1Cc1cn(Cc2ccc(C(F)(F)F)cc2)nn1	.	-3	-0.6	4	4	.	1	-5	-8	-2
29	O=C(Nc1ccc(F)cc1F)c1ccc2ncsc2c1	-4	1	0.4	-1	-1	0	-1	-1	-3	1
30	CCOC(=O)CCC(=O)Nc1ccc(S(=O)(=O)N2CCc3ccccc32)cc1	4	0	-0.9	-2	-6	8	0	0	0	-1
31	CS(=O)(=O)N(CC(=O)NCCSCc1ccccc1Cl)c1ccccc1F	-2	1	0.1	-2	-6	-12	0	2	2	0
32	CCCS(=O)(=O)N1CCN(Cc2ccccc2[N+](=O)[O-])CC1	-5	5	-0.4	1	-2	12	3	1	5	-8
33	Cc1cc(C)nc(N/N=C/c2sccc2C)n1	4	-2	1.2	-3	-1	8	-1	9	-4	-7
34	CCO[C@@H]1OC(C(=O)O)=C[C@H](c2cn(C(C)=O)c3ccccc23)[C@H]1CCCO	2	-1	1.1	1	2	7	-2	1	3	-4
35	CC(C)(C)NC(=O)Cn1c(SCC(N)=O)nc2ccccc21	-9	-7	1.2	1	1	2	-2	5	0	0
36	COc1ccccc1CN1CC(C(=O)N2CCOCC2)CCC1=O (stereo unspecified)	11	-5	0.7	5	-3	-8	4	-5	2	-1
37	CC(C)CCNC(=O)C(c1cccnc1)N(CCc1ccccc1)C(=O)Cn1nnc2ccccc21 (stereo unspecified)	11	-2	0.3	4	0	13	-1	-2	5	-1
38	COc1ccc(/C=N/NC(=O)CN2CCS(=O)(=O)CC2)cc1	0	4	0.1	1	2	2	-1	-2	8	-5
39	Cc1ccn2c(NC(=O)c3ccccc3)c(-c3ccccc3)nc2c1	5	2	-0.1	1	-2	-14	-1	2	-7	-1
40	COc1ccc(C)cc1N(C(=O)c1ccc(F)cc1)c1nc2ccccc2s1	7	5	-0.1	3	-2	-2	6	1	6	2

(list continues)
item	compound	ARFGAP1 inhibitor	MBD2 DNA inh	proKLK7 act	PLCg1 inh	PLCb3 inh	ASAP1 inh	UHRF1 binding	Tn7 DDE FP	DDE Tn6 FP inh	ADAM17 inh
41	COc1ccc(C(C(=O)NCc2ccccc2)N(Cc2cccs2)C(=O)c2cnccn2)cc1 (stereo unspecified)	-1	7	0.3	2	3	1	-1	-1	-4	1
42	CCCCN(C(=O)Cc1ccc(S(=O)(=O)N2CCOCC2)s1)c1c(N)n(CC(C)C)c(=O)[nH]c1=O	-9	2	-0.6	-14	-31	-20	-3	6	3	-22
43	Cc1cc(C(=O)CSc2nnc(-c3cccnc3)n2-c2ccccc2F)c(C)n1C	2	4	0.1	-1	-2	5	1	-4	3	-3
44	COc1ccccc1OCCC(=O)OCC(=O)NC(=O)NC(C)(C)C	-3	-1	0.0	0	1	5	-1	2	0	3
45	Cc1csc(N2CCCC2c2nc3cc(Cl)c(N4CCCCC4)cc3n2CCOCCO)n1 (stereo unspecified)	-1	0	-1.3	-6	-6	3	-1	4	-1	-3
46	CC1(c2nnc(Cc3ccccc3)o2)CC(c2ccc(OC(F)(F)F)cc2)=NO1 (stereo unspecified)	-1	-1	-0.2	2	0	4	-4	6	7	3
47	CCCCc1ccc(-c2nc(N)n[nH]2)cc1	-8	2	-0.5	2	2	-5	-2	0	8	2
48	O=c1[nH]c2ccccc2n1Cc1ccc(F)cc1	0	3	-0.1	0	0	-2	-3	-2	-1	0
49	c1ccc(-c2nnc3n2NC(c2ccc4c(c2)OCO4)S3)cc1 (stereo unspecified)	-3	3	0.1	1	-3	-9	-1	-4	15	-1
50	CC1(C)CC(=O)c2sc(NC(=O)C(C)(C)C)nc2C1	3	0	0.3	0	0	5	0	0	1	-3
